KinaseGlo FLuc – Counterscreen for Luciferase (Kinase-Glo TM) Inhibition | Kinase-Glo luciferase, ATP luminescence, 8 min | Potency, µM (highest dose often 38.3 µM), for inactives: top-dose activity change, negative = inhibition, most hits filed as inhibitors | AID 1379, 2008 | 200,000 tested, 0.28% active | Luciferin 4-monooxygenase (Photuris pensylvanica), Q27757; note: potency is the fitted concentration of half-maximal effect; % is set by controls: 0 for no effect and ±100 for the full control effect; nearly all actives have a fitted effect of over 60% in size
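Inhibition of Kinase-Glo luciferase light generation was assessed at 10 uM ATP in pH 7.2 imidazole buffer, with luminescence measured after eight minutes at ambient temperature.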
IMPase Li inh – qHTS Assay for Identifying the Cell-Membrane Permeable IMPase Inhibitors: Potentiation with Lithium; CHO-M1 cells, IP1 TR-FRET (IP-One), carbachol + lithium; Potency, µM (series often up to 59.4 µM), for inactives: at the highest dose activity, negative = IMPase inhibition, most hits filed as inhibitors; 210,000 tested, 0.35% active; AID 1457, 2008;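 note: IP1 builds up when IMPase is blocked and the TR-FRET signal falls; potency is the fitted concentration of half-maximal effect; plate controls were basal vehicle for no effect and high inhibitor control for full effect; nearly all actives have a fitted effect of over 50% in size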
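CHO cells stably expressing M1 receptor (2000/well, cultured 16–30 h) treated 30 min at 37C with compound plus low lithium. Cytosolic IP1 by TR-FRET (665/620 ratio and 620 channel) after 10 min lysis; AC50 by Hill fit.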
Epigenetic reg – Quantitative High-Throughput Screen for Regulators of Epigenetic Control; 280,000 tested, 0.2% active; murine LDR cells, GFP reporter derepression, 30 h; Potency, µM (series often up to 53.9 µM), without a hit: at the highest dose GFP activation, usual class: activators; note: potency is the fitted concentration of half-maximal effect; % of control where 0% means no effect; nearly all actives have a fitted effect of over 60% in size
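Murine LDR cells carrying a silenced, genomically integrated CMV-driven GFP reporter were exposed to compound for 30 hours at 37 C. After PBS washes, GFP-positive cells (20–120 um objects) were counted by laser-scanning microplate cytometry.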
L3MBTL1 inh – qHTS Assay for the Inhibitors of L3MBTL1. AlphaScreen L3MBTL1–H3K9me1 peptide binding. Potency, µM (series often up to 57.1 µM), for inactives: at the top dose activity, negative = inhibition, most hits filed as inhibitors. 230,000 tested, 0.66% active. AID 485360, 2010; note: potency is the fitted concentration of half-maximal effect; % is set by controls: 0 for no effect and ±100 for the full control effect; nearly all actives have a fitted effect of over 60% in size
Target sequence (Q9Y468 whole entry, looked up): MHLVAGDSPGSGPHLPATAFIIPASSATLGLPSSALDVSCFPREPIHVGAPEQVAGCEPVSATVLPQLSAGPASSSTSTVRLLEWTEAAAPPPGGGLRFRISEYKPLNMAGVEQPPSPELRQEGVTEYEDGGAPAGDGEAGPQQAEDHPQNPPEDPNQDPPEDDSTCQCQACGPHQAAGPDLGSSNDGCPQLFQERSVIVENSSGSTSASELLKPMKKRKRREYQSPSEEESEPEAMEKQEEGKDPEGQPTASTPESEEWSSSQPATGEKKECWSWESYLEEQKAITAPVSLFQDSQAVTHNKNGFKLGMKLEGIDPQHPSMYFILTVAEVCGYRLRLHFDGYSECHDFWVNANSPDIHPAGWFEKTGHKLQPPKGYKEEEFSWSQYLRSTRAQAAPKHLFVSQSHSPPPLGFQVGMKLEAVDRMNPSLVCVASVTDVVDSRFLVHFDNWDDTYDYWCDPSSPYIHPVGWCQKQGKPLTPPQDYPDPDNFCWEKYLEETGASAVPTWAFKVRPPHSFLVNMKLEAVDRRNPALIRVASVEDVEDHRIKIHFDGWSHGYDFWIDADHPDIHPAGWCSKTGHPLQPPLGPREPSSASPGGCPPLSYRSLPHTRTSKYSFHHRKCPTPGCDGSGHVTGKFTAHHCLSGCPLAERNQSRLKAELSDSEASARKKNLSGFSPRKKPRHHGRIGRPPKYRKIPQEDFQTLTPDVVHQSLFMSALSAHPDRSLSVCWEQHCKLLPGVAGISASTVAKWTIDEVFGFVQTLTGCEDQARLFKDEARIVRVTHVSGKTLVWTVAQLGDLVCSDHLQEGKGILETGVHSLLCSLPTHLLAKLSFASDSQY
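AlphaScreen proximity signal between nickel-chelate acceptor and streptavidin donor beads (final 10 ug/mL) reports binding of 50 nM L3MBTL1 to 75 nM biotin-H3 K9me1 peptide; complex incubated with compounds 30 min at room temperature; cefsulodin titration as control.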
NPSR antag – qHTS Assay for Antagonists of the Neuropeptide S Receptor: cAMP Signal Transduction; Q6W5P4; CHO-NPSR cells, cAMP TR-FRET, antagonist mode; Potency, µM (top dose mostly 38.3 µM), inactives show at the highest dose activity change, negative = inhibition, most hits filed as inhibitors; 220,000 tested, 1% active; note: potency is the fitted concentration of half-maximal effect; % is set by controls: 0 for no effect and ±100 for the full control effect; nearly all actives have a fitted effect of over 50% in size; many of its hits are not listed in these tables
CBFb-RUNX1 inh – qHTS Assay for Compounds Blocking the Interaction Between CBF-beta and RUNX1 for the Treatment of Acute Myeloid Leukemia; Runt-related transcription factor 1 (Homo sapiens) + Core-binding factor subunit beta …; AlphaScreen CBFb-His/RUNX1-biotin binding, biochemical; Potency, µM (series often up to 59.8 µM), inactives show at the top dose activity, negative = inhibition, actives largely listed as inhibitors; 230,000 tested, under 10 active; AID 1477, 2009; note: % of control where 0% means no effect
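AlphaScreen proximity signal reports loss of binding between His-tagged CBF-beta and biotin-labelled RUNX1, each at 30 nM. Proteins are pre-associated for 20 minutes, compounds added for 15 minutes, then beads for 90 minutes, all at ambient temperature.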
HttQ103 aggreg – qHTS Multiplex Assay to Identify Dual Action Probes in a Cell Model of Huntington: Aggregate Formation (GFP) | 220,000 tested, 1.1% active | AID 1688, 2009 | PC12 HttQ103-GFP aggregates, Acumen cytometry, 40 h | Potency, µM (series often up to 46.1 µM), for the others: at the highest dose activity change, negative = inhibition, hits mostly inhibitors; note: potency is the fitted concentration of half-maximal effect; % is set by controls: 0 for no effect and ±100 for the full control effect; nearly all actives have a fitted effect of over 60% in size
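Huntingtin Q103 exon 1–GFP aggregates in induced PC12 cells (100 nM tebufenozide) were quantified by cytometry from lysates, with compounds dosed in titration.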
* marks the source's active call; other numbers are inactive results; ? = inconclusive; nt = no result given; & = joins results of further samples; [ ] = remark or other dose. Calls come from the whole dose curve; as a rule, active = well fitted curve in the direction sought with a large enough effect; inconclusive = small, poorly fitted or top-dose-only effect, or another doubt; inactive = no such curve, though single readings can be large; an effect the other way counts as inactive or inconclusive.

SMILES	KinaseGlo FLuc	IMPase Li inh	Epigenetic reg	L3MBTL1 inh	NPSR antag	CBFb-RUNX1 inh	HttQ103 aggreg
Cc1ccc(OCC(=O)Nn2c(C)nc3ccccc3c2=O)c(C(C)C)c1	2%	?	-1.8%	-9%	-25%[46.1 µM]	?	0%
O=C(NC1CC1)C1CCCN1S(=O)(=O)c1ccc2ccccc2c1 (configuration not stated)	-1%	26%[38.3 µM]	1.1%	nt	-12%[46.1 µM]	3%	-12%
Cc1nc(NS(=O)(=O)c2ccc(Cl)s2)c2c3c(sc2n1)CCCC3	nt	nt	-0.7%	nt	-7%	6%	-26%[9.22 µM]
Cc1n[nH]c(C)c1Cc1c(F)cccc1Cl	nt	nt	1.4%	nt	7%	11%	-12%[9.22 µM]
O=C(Cn1nnc(-c2ccc(Cl)cc2)n1)NC1CCN(Cc2ccccc2)CC1	0%	10%[38.3 µM]	-0.9%	1%	-13%[46.1 µM]	7%	2%
CCOC(=O)N1CCN(c2c(N3CCN(C(=O)OCC)CC3)c(=O)c2=O)CC1	nt	nt	0.1%	3%	1%	1%	-14%[9.22 µM]
CCc1cccc(CC)c1NC(=O)COC(=O)C1(c2ccc(Cl)cc2)CCCC1	1%	16%	0.0%	14%	-20%[46.1 µM]	14%	-23%
CCC(Cc1ccccc1)NCc1c(C(=O)O)c(C)n(Cc2ccccc2)c1C (configuration not stated)	-4%	0%	0.1%	nt	-30%	-7%	19%
CCOC(=O)/C(C#N)=C/Nc1cc(C(C)(C)C)sc1C(C)=O	nt	nt	1.0%	10%	52%	10%	-18%[9.22 µM]
CCC[C@@H]1C[C@@]1(CCC)[C@@H](NC(=O)c1ccccc1)c1ccc(C(=O)OC)cc1	1%&2%	13%&4%	-1.2%&1.0%	5%	-23%	7%[2.36 µM]	5%
O=C(Cn1c(=O)oc2ccccc21)Nc1nnc(N2CCCCCC2)s1	3%	-4%[38.3 µM]	-1.0%	nt	-13%[46.1 µM]	0%	-3%
COc1ccc(C(=O)NC(C)c2nc3ccccc3[nH]2)cc1OC (configuration not stated)	-1%	-3%	1.0%	34%[activator]	2%[46.1 µM]	1%	5%
O=C(NNS(=O)(=O)c1ccc(F)cc1)c1sccc1-n1cccc1	3%	1%	-0.2%	-1%	9%	-4%	0%
Cc1ccc(C(C)n2cc(C(=O)NCc3ccccn3)nn2)cc1 (configuration not stated)	2%	8%	-0.1%	20%	-5%	3%	-9%
c1ccc2sc(N3CCN(Cc4nnnn4CC4CCCO4)CC3)nc2c1 (configuration not stated)	2%	-9%[38.3 µM]	-3.4%	1%	4%[46.1 µM]	-1%	-4%
Cc1[nH]c2ccccc2c1C(O)CN1CCC2(CC1)OCCO2 (configuration not stated)	nt	nt	2.4%	11%	-5%[7.67 µM]	3%	-12%[9.22 µM]
C=CCc1cc(C)ccc1OCC(O)CN1CCN(c2ccccc2)CC1 (configuration not stated)	-5%	9%[38.3 µM]	8.6%	2%	-24%[46.1 µM]	-1%	?
CCOC(=O)CNC=C(C(=O)OCC)C(=O)OCC	3%	25%[38.3 µM]	-0.6%	2%	-1%[46.1 µM]	8%	16%
COc1ccc2nc(/C(C#N)=C\c3ccc(Oc4ccc([N+](=O)[O-])cn4)cc3)[nH]c2c1	-1%	-1%	9.6%	-2%	-25%	-13%	?
CCS(=O)(=O)N1CCN(c2ncnc3sc(C)c(C)c23)CC1	-4%	11%	0.0%	1%	-13%	2%	nt

Sorted by value in HttQ103 aggreg (ascending): six of the compounds above
SMILES	HttQ103 aggreg
Cc1ccc(C(C)n2cc(C(=O)NCc3ccccn3)nn2)cc1 (configuration not stated)	-9%
c1ccc2sc(N3CCN(Cc4nnnn4CC4CCCO4)CC3)nc2c1 (configuration not stated)	-4%
O=C(Cn1c(=O)oc2ccccc21)Nc1nnc(N2CCCCCC2)s1	-3%
O=C(NNS(=O)(=O)c1ccc(F)cc1)c1sccc1-n1cccc1	0%
COc1ccc(C(=O)NC(C)c2nc3ccccc3[nH]2)cc1OC (configuration not stated)	5%
CCOC(=O)CNC=C(C(=O)OCC)C(=O)OCC	16%

Later entries:
SMILES	KinaseGlo FLuc	IMPase Li inh	Epigenetic reg	L3MBTL1 inh	NPSR antag	CBFb-RUNX1 inh	HttQ103 aggreg
CCOc1ccc(C(=O)NCC(c2cccs2)N(C)C)cc1OCC (configuration not stated)	-1%	28%	-1.1%	1%	1%	8%	-2%
O=C(/C=C/c1cccs1)N1CCC2(CC1)Oc1ccc(F)cc1C(=O)C21CC(c2ccc(Cl)cc2)=NO1 (configuration not stated)	nt	nt	-3.5%	nt	-1%	16%	-12%[9.22 µM]
CC(=O)C1=C(C)NC(SCC(=O)c2ccc(Cl)c(Cl)c2)=C(C#N)C1c1ccco1 (configuration not stated)	3%	10%[38.3 µM]	1.4%	-29%	10µM*	-8%	13%
COc1cc([N+](=O)[O-])ccc1NC(=O)COC(=O)c1ccc(NC(N)=O)cc1	nt	nt	1.1%	nt	11%	14%	-20%[9.22 µM]
Cc1occc1C(=O)NCc1ccccc1F	5%	13%[38.3 µM]	1.1%	-4%	-7%[46.1 µM]	2%	-5%
Cc1cc(C(=O)N2CCCC(C(=O)c3ccc4ccccc4c3)C2)nn1C (configuration not stated)	-3%	8%	2.5%	-1%	5%	2%	-10%
CC(=O)c1ccc(N2CCN(C(C)C(=O)NC3CCCc4ccccc43)CC2)cc1 (configuration not stated)	4%	1%	0.0%	-1%	-19%	-2%	11%
Cc1ccc(C)c(Oc2coc3cc(OCC(=O)Nc4ccccc4C(C)C)ccc3c2=O)c1	3%	11%	1.3%	-10%	-23%[46.1 µM]	12%	?
CCn1c(Cc2ccccc2)nnc1SCC(=O)Nc1ccc(N2CCOCC2)c(Cl)c1	-3%	11%	-2.2%	?	-16%[46.1 µM]	4%	7%
C=CCOC(=O)COc1ccc2c(C)c(CC)c(=O)oc2c1	1%	5%[38.3 µM]	0.1%	15%	-29%[46.1 µM]	8%	-10%

Brought forward from above: two entries, followed by the next part.
SMILES	KinaseGlo FLuc	IMPase Li inh	Epigenetic reg	L3MBTL1 inh	NPSR antag	CBFb-RUNX1 inh	HttQ103 aggreg
CCn1c(Cc2ccccc2)nnc1SCC(=O)Nc1ccc(N2CCOCC2)c(Cl)c1	-3%	11%	-2.2%	?	-16%[46.1 µM]	4%	7%
C=CCOC(=O)COc1ccc2c(C)c(CC)c(=O)oc2c1	1%	5%[38.3 µM]	0.1%	15%	-29%[46.1 µM]	8%	-10%
COC(=O)COc1ccc(S(=O)(=O)N2CCN(c3ccccc3F)CC2)cc1	1%	8%[38.3 µM]	0.0%	3%	-24%[46.1 µM]	10%	-5%
O=c1[nH]c(N2CCCCC2)nc2c1CCCC2	4%	-3%	0.0%	3%	-2%[46.1 µM]	9%	3%
O=C(OC(C(=O)NCc1cccs1)c1ccccc1F)c1ccco1 (configuration not stated)	-1%	2%	0.0%	1%	-11%[46.1 µM]	3%	0%
COC(=O)c1c(C)[nH]c(C(=O)NCc2ccco2)c1C	-2%	-8%	-0.4%	-30%	-5%	-10%	0%
CC1=CSC2=NC(=O)/C(=C/c3cccc(OC(=O)c4ccco4)c3)C(=N)N12	3%	1%	5.1%	-3%	-9%	-21%	-13%
COc1ccc(Cc2nnn(CC(=O)O)n2)cc1	-3%	2%	-0.1%	6%	-6%[46.1 µM]	0%	-27%
CCOc1ccc(CN2CCN(Cc3cccc4c3OCO4)CC2CCO)cc1 (configuration not stated)	-2%	13%	-0.5%	-2%	4%	6%	5%[9.22 µM]
CCCC1Nc2ccc(C(=O)O)cc2C2C=CCC12 (configuration not stated)	-2%	6%	1.1%	10µM*	-10%	-3%	-10%
COc1ccc(-c2n[nH]c3c2C(c2ccc(OC)c(OC)c2)N(c2ccccc2)C3=O)cc1 (configuration not stated)	1%	26%[38.3 µM]	-4.1%	nt	-20%[46.1 µM]	-10%	-2%
CCS(=O)(=O)N1CCN(C(=O)CC(C)C)CC1	2%	5%	-0.8%	?	?	-4%	7%
CC1=NN(C(C#N)c2ccc(F)cc2)C(C)(C)C1 (configuration not stated)	0%	2%	-9.2%	10%	-21%	11%	-5%
CC(NC(=O)c1ccnn1C)C1CCCO1 (configuration not stated)	2%	-11%	9.2%	-1%	20%	5%	2%
Cc1ccc(C(=O)c2c[nH]cc2-c2ccccc2)cc1	1%	10%	-1.0%	-18%	-2%[46.1 µM]	-3%	-15%
O=C(Nc1cccc(C(=O)N2CCOCC2)c1)c1cncc(Br)c1	8%	-31%[38.3 µM]	-0.9%	nt	-27%[46.1 µM]	13%	-3%
Cc1ccc(NC(=O)CN(C)S(=O)(=O)c2cccc3nsnc23)cc1Cl	5%	2%	-3.4%	-9%	-17%[46.1 µM]	-2%	?
CC(NC(=O)c1ccccc1)c1nc2ccccc2n1Cc1ccccc1F (configuration not stated)	-3%	-11%[38.3 µM]	0.1%	-6%	?	-1%	1%
CCO[C@H]1OC(C(=O)N2CCN(Cc3ccc4c(c3)OCO4)CC2)=C[C@@H](C2CCCCC2)[C@@H]1CCCO	nt	2%	0.0%	-14%	56%	3%	18%[9.22 µM]
Cc1ccc(C(=O)Nc2ccc(F)cc2)o1	-7%	3%	0.1%	-1%	7%	-6%	-6%
COc1ccc(S(=O)(=O)N2CCN(c3ccccc3)CC2)cc1	-2%	13%	-1.1%	-6%	9%	5%	24%[9.22 µM]
Cc1ccnc(SCC(=O)N2CCN(c3ccccc3)CC2)n1	-5%	11%	7.0%	-5%	3%[46.1 µM]	5%	-6%
Cc1nnc(SCc2nc3ccccc3s2)n1N	-7%	-1%	-3.8%	nt	3%	-5%	-3%
S=C(Nc1cccnc1)N1CCCCC1	-2%	7%	-0.5%	1%	8%	4%	1%
CC(=O)Nc1ccc(-c2ccc(NC(C)=O)cc2)cc1	-1%	-1%	3.4%	33%[activator]	1%	4%	?
O=C(c1ccc(F)cc1)N1C2CCC1CC(O)(c1ccccc1F)C2 (configuration not stated)	1%	-3%[38.3 µM]	-1.2%	-2%	2%[46.1 µM]	-1%	-9%[9.22 µM]
NS(=O)(=O)c1cccc(NC(=S)NC(=O)c2cccc([N+](=O)[O-])c2)c1	-2%	7%	-4.2%	6%	0%	-10%	0%

High-throughput results (PubChem)

Not all compounds are listed (hit frequency here may not be typical).
